FAK inh: FAK (human) kinase inhibition. actives 0.84% (n = 97,000). Q05397. AID 727. inhibition, %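 (tested at 7 µM)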. biochemical FAK kinase activity assay; in the data active = inhibition above about 19%;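 also: 0% = DMSO and 100% = reference compound high control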
PostGolgi ctrl: inhibits growth of the yeast control strain | efflux-deficient yeast background strain, growth absorbance A615, 16 h | inhibition, % at 10 µM | actives 5% (n = 98,000) | AID 738
Rev-RRE block: inhibitors of HIV-1 Rev-RRE RNA interaction. inhibition, % at 8 µM. P05866. actives 0.79% (n = 97,000). Rev peptide-RRE RNA binding, FRET. AID 704;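 active = inhibition above the screen-wide mean plus 3 SD, cut at about 35% in these data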;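 also: 0% = median DMSO wells and 100% = median Neomycin B control wells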
Target sequence (P05866 whole entry, looked up): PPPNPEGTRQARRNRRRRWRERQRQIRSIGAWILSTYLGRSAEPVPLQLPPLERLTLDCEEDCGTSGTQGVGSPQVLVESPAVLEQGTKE
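Assay system: labelled RRE RNA duplex and labelled Rev peptide / Medium: HEPES pH 7.5 salt buffer with EDTA / Reagent: labelled Rev peptide / Schedule: 5 + 15 min at 25 °C / Signal: FRET, excitation 480 nm, emission 540 nm donor and 671 nm acceptor / Benchmarks: DMSO and neomycin B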
PTPN22 inh 2: blocks human PTPN22 phosphatase activity | Q9Y2R2 | recombinant LYP catalytic domain, DiFMUP fluorescence | inhibition, % at 2 µM | actives 0.21% (n = 96,000);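 active = inhibition at 2 µM at or above a set limit, the screen mean plus 3 SD, cut at about 24% in these data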;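 also: 0% = DMSO with enzyme and 100% = enzyme fully blocked by orthovanadate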
LYP act: LYP (human) phosphatase activation | Q9Y2R2 | recombinant LYP, DiFMUP fluorescence; 0 = plate median, 100 = signal doubled | activation, % at 2 µM | actives 0.11% (n = 96,000);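 active = activation at 2 µM above a set limit, the mean plus 5 SD, cut at about 37% in these data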
S1P2 blocker: antagonists of human S1P2 receptor; O95136; cell-based S1P2 antagonist assay, inhibition at 5 uM; inhibition, % at 5 µM; actives 0.21% (n = 97,000); AID 736; in the data active = inhibition above about 45%;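 also: CRE beta-lactamase reporter cells expressing human S1P2 stimulated with S1P; 0% = agonist at EC80 alone and 100% = agonist plus reference antagonist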
Target sequence (O95136 whole entry, looked up): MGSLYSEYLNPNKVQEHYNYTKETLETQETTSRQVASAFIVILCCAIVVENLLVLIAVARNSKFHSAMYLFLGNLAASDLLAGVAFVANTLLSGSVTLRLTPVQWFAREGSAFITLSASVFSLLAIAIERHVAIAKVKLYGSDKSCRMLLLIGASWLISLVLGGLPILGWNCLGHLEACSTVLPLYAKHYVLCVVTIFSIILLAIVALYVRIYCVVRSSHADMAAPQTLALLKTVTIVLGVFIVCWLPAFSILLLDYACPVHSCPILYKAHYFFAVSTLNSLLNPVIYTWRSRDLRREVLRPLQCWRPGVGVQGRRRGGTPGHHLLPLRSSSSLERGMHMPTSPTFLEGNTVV
S1P2 agonist: activates the human S1P2 receptor. activation, % at 4.5 µM. S1P2-expressing cell line, agonist reporter read-out. O95136. actives 0.46% (n = 97,000); in the data active = activation above about 16%;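 also: 0% = vehicle low control and 100% = maximal reference agonist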
EphB4 antag: EphB4-ephrin-B2 interaction antagonism; P54760; EphB4 LBD / TNYL-RAW-Alexa532 peptide, fluorescence polarization; inhibition, % at 7 µM; actives 0.15% (n = 97,000);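 active = inhibition above the screen-wide mean inhibition plus 3 SD, cut at about 15% in these data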;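 also: 0% = DMSO wells and 100% = excess unlabeled TNYL-RAW peptide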
PostGolgi yeast: growth inhibition of a yeast mutant, post-Golgi transport screen | actives 0.9% (n = 98,000) | post-Golgi transport phenotypic cell assay | inhibition, % at 10 µM;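 also: yeast cells grown in 1536-well plates; yeast grown about 18 h at 30C before absorbance read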
* marks the source's active call; other numbers are inactive results; · = not tested or not shown. Rule as the data show it, unless noted: active = inhibition above about 30%; inactive = the rest.

SMILES	FAK inh	PostGolgi ctrl	Rev-RRE block	PTPN22 inh 2	LYP act	S1P2 blocker	S1P2 agonist	EphB4 antag	PostGolgi yeast
CC(C)(C)N(NC(=O)c1ccccc1)C(=O)c1cccc(C(=O)N(NC(=O)c2ccccc2)C(C)(C)C)c1	-3	8	-3	-5	10	-16	-3	3	-3
CN(C)CCCNc1ncnc2c1cnn2-c1ccccc1	4	-6	7	5	-7	5	-4	1	-4
COc1ccc(-c2cc(C(=O)N(C)Cc3ccccc3)no2)cc1OC	-2	20	13	-4	0	-9	0	-4	14
CCn1c(Cn2nnc(-c3ccccc3)n2)nnc1SCC(=O)Nc1cccc(C)c1C	0	8	10	-4	4	15	-6	1	-4
Cc1ccc(NC(=O)C2COc3ccccc3O2)nc1 (stereo not drawn)	1	1	1	-8	10	7	-4	2	-7
Cc1[nH]c2ccc(C(=O)O)cc2c1C	-3	14	6	-4	7	-15	-2	8	-9
COC(=O)Cc1nnc(NC(=O)c2ccccc2)s1	-2	10	4	8	-9	-8	-3	4	-5
Cc1nc2ccccc2c(=O)[nH]1	-2	-4	14	-3	6	16	-5	6	-5
CCOC(=O)c1cc(CC)sc1NC(=O)c1cc([N+](=O)[O-])ccc1N1CCOCC1	3	10	8	3	-5	12	-5	1	3
CC(/C=C/c1ccccc1)=N\NC(=O)c1ccncc1	1	-2	1	12	-8	5	-3	-2	-5
COc1cccc(N2CCN(C3CC(=O)N(c4ccc(Cl)c(Cl)c4)C3=O)CC2)c1 (stereo not drawn)	-10	13	1	-3	1	3	-6	-4	0
COc1cccc(C2/C(=C(\O)c3ccc4c(c3)OCCO4)C(=O)C(=O)N2CCN(C)C)c1 (stereo not drawn)	0	-2	2	4	-7	1	-5	-1	9
COc1ccc(C2CC(C(F)(F)F)n3nc(C(=O)O)c(Cl)c3N2)cc1OC (stereo not drawn)	-3	-2	12	1	-1	12	-9	-2	11
CC12CN3CC(C)(CN(C1)C3c1ccc(Cl)cc1Cl)C2O (stereo not drawn)	-5	·	1	0	2	20	-3	-2	·
COc1cc(C)nc(Oc2ccc(OCCOc3ccc(C)cc3)nn2)n1	-2	19	7	-4	2	7	-7	-6	-8
CC(=O)C(C)Oc1ccc2c3c(c(=O)oc2c1C)CCCC3 (stereo not drawn)	7	6	7	-3	2	-23	-3	-7	17
CC(C)CC(=O)N1CCN(Cc2ccc3c(c2)OCO3)CC1	0	-4	0	4	-1	-4	2	-2	-2
COc1cc(NC(=O)Cc2cccs2)ccc1-n1cnnn1	-4	16	2	-1	-1	-4	-4	-7	-1
COC(=O)COc1ccc(S(=O)(=O)NC2CCCCCC2)cc1	0	3	8	8	-8	-21	-2	-3	9
COc1ccc(Cc2nnc(NC(=O)Cn3cnc4c3c(=O)n(C)c(=O)n4C)s2)cc1OC	7	8	3	-3	5	17	-2	5	-1
COc1ccc(CNC(=O)Nc2ccc(OC)cc2)cc1	-6	16	5	4	0	7	-7	1	1
NNC(=O)Cn1c(SCc2ccccc2)nc2ccccc21	-2	-1	7	8	-6	1	-3	0	8
O=C(O/N=C/C1=C(Cl)c2ccccc2CC1)c1ccc(F)cc1	-3	20	12	-3	0	-14	-6	0	13
Clc1ccccc1-c1nc(N/N=C/c2cccnc2)c2ccccc2n1	0	24	-2	1	0	12	0	-10	1
O=C(c1ccco1)N1CCN(C/C=C/c2ccccc2)CC1	-4	-16	2	-9	6	22	-3	7	-5
O=C1Nc2ccccc2C(=O)C1(Cl)Cc1ccccc1 (stereo not drawn)	-3	16	2	-4	2	18	-5	-3	8
CC(C)C(NS(=O)(=O)c1ccc2c(c1)oc(=O)n2C)C(=O)N1CCN(c2ccccc2F)CC1 (stereo not drawn)	·	5	·	-3	2	·	·	·	6
Cn1ncc(Cl)c1C(=O)N1CCCc2ccccc21	-2	-3	2	-20	19	-2	-3	1	-3
COc1nc(N(C)C)nc(-n2nnc(C(C)=O)c2C)n1	2	-3	2	5	-5	14	-1	-1	11
CCc1nc(SCC(=O)Nc2cccc(C(F)(F)F)c2)c2c(=O)n(C)c(=O)n(C)c2n1	0	2	4	5	-5	2	-3	-2	-1
Cc1cc(C)cc(-n2nnc(C(=O)NCc3ccc(Cl)cc3)c2N)c1	1	5	6	0	-1	12	-8	2	4
Cc1ccccc1-c1cc(-c2ccccc2O)on1	-2	12	14	-8	11	-8	-1	-6	-3
O=C(NCc1ccco1)C12CN(Cc3ccccc3)CC1C(c1ccc([N+](=O)[O-])cc1)=NO2 (stereo not drawn)	-2	-3	2	-8	14	-28	-5	-10	4
CCC(CC)C(=O)N(CCc1ccc(OC)cc1)Cc1nc2ccccc2c(=O)[nH]1	1	3	9	8	-6	3	-4	5	-2
CC(C)CN(C(=O)COC(=O)c1cc2c(s1)CCC2)C1CCS(=O)(=O)C1 (stereo not drawn)	30*	12	-1	7	-9	7	0	7	-2
CCCC(C)C(=O)N(Cc1ccccc1)c1ccccn1 (stereo not drawn)	0	-1	2	4	-1	-9	-8	0	-3
COc1ccc(C2C3=C(CC(c4ccco4)CC3=O)Nc3ccccc3N2C(C)=O)cc1 (stereo not drawn)	-1	23	3	0	0	-22	-2	-11	18
CN1CCN(C(=O)c2ccccc2NC(=O)Cc2ccccc2)CC1	-8	4	5	-2	1	3	-4	0	4
O=C1CSC(c2ccc(F)cc2)N1c1nnc(C23CC4CC(CC(C4)C2)C3)s1 (stereo not drawn)	0	17	3	-10	8	-11	-1	-1	2
COc1cc(C(=O)Nc2nnc(CC(=O)N3CCOCC3)s2)cc(OC)c1OC	-5	11	4	2	-2	8	-3	5	-5
CCS(=O)(=O)n1nc(-c2ccc(OC)cc2)nc1SC	-1	10	1	2	-4	16	0	5	3
C#CCONC(=O)c1cc(OCC(F)(F)F)ccc1OCC(F)(F)F	-1	-1	2	-3	6	9	-6	2	-5
COc1ccc(-c2cc(N)n(S(=O)(=O)c3ccc(F)cc3)n2)cc1OC	11	9	14	0	-1	11	15	6	-4
Cn1c(=O)n(C)c2cc(NS(C)(=O)=O)ccc21	9	-12	4	6	-6	9	-3	2	1
COc1ccccc1NC1=NC2(CCCC2)N=C(N)N1	-8	17	1	5	1	13	-5	-5	4
Cc1cc(C)c(C#N)c(SCc2[nH]nc3c2C(c2ccccc2)C(C#N)=C(N)O3)n1 (stereo not drawn)	1	0	8	4	-2	-16	1	-2	5
CCOc1ccc(Cl)cc1CNCCNCC(C)O (stereo not drawn)	0	-4	6	-8	13	12	-2	6	-3
CN(C)CCCn1c(SCC(=O)Nc2sc3c(c2C#N)CCCC3)nnc1-c1ccncc1	2	3	-2	9	-9	-3	0	-5	-1
O=C(CSc1nnc(-c2ccccc2Br)o1)Nc1cccc2ccccc12	-1	3	5	2	3	-3	-11	-3	0
O=C(COc1ccccc1)N1CCN(C(=O)c2ccco2)CC1	-1	1	5	0	2	9	-4	7	-8
O=c1ccn(-c2cccc(C(F)(F)F)c2)nc1-c1ccn(-c2cccc(Cl)c2)n1	3	50*	7	15	-13	-24	28*	4	10
CCOC(=O)NC(c1ccccc1)C1CCCCC1=O (stereo not drawn)	1	-6	5	9	-10	-5	-4	0	-17
Cc1cccc(NC(=O)N2CCCC2C(=O)NCc2cccs2)c1 (stereo not drawn)	-1	7	9	5	-4	-1	-4	3	-5
COC(=O)c1ccccc1NC(=O)Cn1c(=O)oc2ccc(Cl)cc21	-2	3	11	-2	4	-64	-5	3	11
Cn1c(=O)c2c(nc(CN3CCOCC3)n2CCc2ccccc2)n(C)c1=O	5	0	4	-7	4	4	-7	0	-10
O=c1[nH]ncc2c3ccccc3n(Cc3ccc(F)cc3)c12	17	1	8	-5	5	24	-3	5	-1
CC(=O)C1=C(O)C(=O)N(Cc2ccco2)C1c1ccc2c(c1)OCO2 (stereo not drawn)	-5	6	3	3	1	-11	-7	0	10
CCn1nc(C)c(NC(=O)/C=C/c2cnn(C)c2)c1C	-1	9	4	-5	9	-1	-3	1	4
COC(=O)Cn1cnc2ccccc2c1=O	-1	8	8	4	-5	-5	-4	-4	-1
Cc1ccc(S(=O)(=O)NNC(=O)c2snnc2C)cc1	-4	1	8	5	-3	2	-3	5	-4
The listing continues:
SMILES	FAK inh	PostGolgi ctrl	Rev-RRE block	PTPN22 inh 2	LYP act	S1P2 blocker	S1P2 agonist	EphB4 antag	PostGolgi yeast
CC(C)(C)N1C(=O)c2ccc(C(=O)O)cc2C1=O	5	25	5	14	-14	19	-5	-2	-6
O=C(NCCCn1ccnc1)Nc1ccc(Cl)cc1	7	14	6	-7	5	3	-4	4	6
Cc1cc(C(=O)CSc2nc(N)cc(=O)[nH]2)c(C)n1CCc1ccc(Cl)cc1	-2	-3	6	17	-16	13	-6	0	7
CCc1ccc(OCC(=O)NCc2ccco2)c(Br)c1	-1	10	10	5	-8	-23	0	1	-8
CCN1CCN(C(=O)c2cc3c(=O)n(C)c4ccccc4c3n2C)CC1	9	13	9	2	-3	21	-4	-2	-2
CC(C)COC(=O)Nc1nnc(SCc2ccccc2F)s1	-2	12	5	4	-6	-15	-4	-1	8
CCOC(=O)C1=C(Cc2ccc(F)cc2)C(=O)c2ccccc2C1=O	1	24	-112	-14	14	6	-6	-4	0
O=C(Nc1ccon1)c1cnc2sccn2c1=O	1	13	6	6	-8	15	-8	4	10
COc1ccc(-c2csc3nc(C)n(-n4cccc4)c(=O)c23)cc1OC	-2	-4	11	-11	12	10	-5	5	9
O=C(Nc1nccc(-c2cccs2)n1)c1cccs1	3	8	1	2	2	-1	-4	-8	3
CC1CC(C)(C)NC(C)c2ccccc21 (stereo not drawn)	0	2	9	-5	2	20	-4	-1	6
CCCCC(=O)Nc1ccc(C(=O)N2CCC(C(=O)OCC)CC2)cc1	1	4	2	13	-12	1	-3	-3	-6
O=C(CC(NCCc1ccccc1)C(=O)O)Nc1ccc(O)cc1 (stereo not drawn)	1	-7	2	-3	5	-8	2	0	1
COc1cc(OC)c(NC(=O)CS(=O)(=O)Cc2nc(-c3ccc(C)cc3)oc2C)cc1Cl	1	11	10	-3	2	10	-5	-3	1
Cc1ccccc1CNC(=O)Nc1cccs1	4	4	5	-9	5	3	-14	1	22
O=C1c2ccccc2C(=O)N1CCN1CCOCC1	-5	4	7	-1	0	8	-2	0	-3
COc1ccc(OCCN(C)Cc2ccccc2)cc1	2	5	1	-13	8	-9	-1	-5	2
CSc1sc(C)cc1C1C(C#N)=C(N)N(c2cccnc2)C2=C1C(=O)CCC2 (stereo not drawn)	3	4	6	2	-6	19	-15	2	4
Cc1nn(Cc2ccccc2)c(C)c1NC(=O)Cn1nc([N+](=O)[O-])c(Cl)c1C	3	0	-1	-6	8	11	-8	-6	-1
CCOC(=O)c1cc2c(s1)-c1ccccc1CC2	3	15	26	-4	8	0	-5	-1	-3

High-throughput results deposited in PubChem by several laboratories.
